From PubChem BioAssay
Lipid storage S3 – qHTS Assay for Lipid Storage Modulators in Drosophila S3 Cells. Drosophila S3 cells, BODIPY lipid droplet fluorescence, 18-24 h; cells fed with added oleic acid. Potency in µM for hits, for the others lipid storage change, negative = inhibition, % at the top dose, mostly 46.1 µM. 0.64% of 320,000 active; active = well fitted inhibition curve with a large enough effect in the signal ratio, with a control signal flat, not every such curve was filed as active; inconclusive = small, poorly fitted or top-dose-only effect, or effect the other way, or a change in a side signal; the % refers to the signal ratio
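Drosophila S3 cells loaded with oleic acid (400 uM, as added) and compounds at several concentrations; lipid droplets imaged by 488-nm laser-scanning cytometry, 500–530 nm intensity and object ratio to cell channel. Percent activity normalized to 20 uM Triacsin C.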
Lipid storage S3 cell count max – further read-out of Lipid storage S3, marked with its call; cell number change, %; measured here: cell count max response;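 cells counted by Cell Tracker Red CMTPX staining in the red channel; peak over a dose series mostly up to 46.1 µM; percent activity relative to internal control wells on each plate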
Active calls of the source: *; i = inactive; ? = inconclusive; nt = no result given; [ ] = another dose, or the depositor's remark. % is set by controls: 0 for no effect and ±100 for the full control effect; potency is the fitted concentration of half-maximal effect. This is a subset (hit frequency here may not be typical).

SMILES | Lipid storage S3 | Lipid storage S3 cell count max
Cc1c(-n2cc(C(=O)c3cc(Cl)ccc3O)cc(C#N)c2=O)c(=O)n(-c2ccccc2)n1C | ? | nt
CCOC(=O)C1(Cc2cccc(OC)c2)CCN(Cc2ccon2)CC1 | ? | nt
O=C(COc1cccc(Cl)c1)N/N=C\c1cc2ccccc2nc1Cl | ? | nt
O=C(O)c1ccccc1NS(=O)(=O)c1cccc(N=Nc2c(O)[nH]c(=S)[nH]c2=O)c1 | ? | nt
CS(=O)(=O)N1CCC(C(=O)NCc2ccc(F)cc2Cl)CC1 | i | nt
Cc1cc(Cl)ccc1OC(C)C(=O)NCCCCc1ccccc1 (stereo unspecified) | ? | nt
c1ccc(-c2nnc(NC3=NCCC3)o2)cc1 | -16.8% | 8.8
O=C(Nc1ccc(Cl)cc1)C1C2CCC3C(CCC21)C3(Cl)Cl (stereo unspecified) | 14.4% | -4.9
COC(=O)c1sc2nc(-c3ccco3)ccc2c1N | ? | nt
COc1ccc(N2CC(O)=C(c3nc(-c4ccc(Br)cc4)cs3)C2=N)cc1 | ? | nt
COC(=O)C1=C(C)NC(=O)/C1=C\c1cccs1 | -14.4% | -12.5
CCOC(=O)C1CCN(C(=O)Nc2ccc(C)c(Cl)c2)CC1 | -8.8% | 13.0
CCOc1ccc(S(=O)(=O)Nc2cc(OC)ccc2OC)cc1 | ? | nt
Cc1ccc(CCN2CCN=C2N(C)C)cc1 | ? | nt
CC(=O)Nc1ccc(NC(=O)CSc2nnc(NC(=O)c3cccc(F)c3)s2)cc1 | ? | nt
O=c1[nH]c(-c2ccc(Cl)cc2)nc2c1cnn2-c1ccccc1 | ? | nt
O=C/C(=C\Nc1ccc(Cl)cn1)c1nc2cc(Cl)ccc2o1 | ? | nt
Cc1ccc(SCC(=O)NC2CCS(=O)(=O)C2)cc1C (stereo unspecified) | ? | nt
Cc1nc2cc(C(=O)O)ccc2n1-c1ccc(F)cc1F | -10.6% | -12.7
CCc1ccc(NC(=O)c2sccc2-n2cccc2)cc1 | ? | nt

Whole records, looked up by structure. Values in the order: Lipid storage S3	Lipid storage S3 cell count max
Cc1c(-n2cc(C(=O)c3cc(Cl)ccc3O)cc(C#N)c2=O)c(=O)n(-c2ccccc2)n1C as listed: ?	nt
CCOC(=O)C1CCN(C(=O)Nc2ccc(C)c(Cl)c2)CC1 as listed: -8.8%	13.0
CC(=O)Nc1ccc(NC(=O)CSc2nnc(NC(=O)c3cccc(F)c3)s2)cc1 as listed: ?	nt
Cc1ccc(CCN2CCN=C2N(C)C)cc1 as listed: ?	nt
COc1ccc(N2CC(O)=C(c3nc(-c4ccc(Br)cc4)cs3)C2=N)cc1 as listed: ?	nt

(listing goes on)
SMILES | Lipid storage S3 | Lipid storage S3 cell count max
O=C(c1ccccc1)N1CCN(S(=O)(=O)c2cccs2)CC1 | ? | nt
CCn1c(C)c(CCC(=O)O)c(=O)n2nc(-c3ccccc3OC)cc12 | i | nt
COc1ccc(N2CCN(c3nc4c(C)cccn4c(=O)c3C=C(C#N)C#N)CC2)cc1 | ? | nt
O=C(NNC(=O)c1sccc1-n1cccc1)c1cccc(Cl)c1 | i | nt
CCOc1cc(CNCCO)cc(Br)c1OCc1ccc(Cl)cc1Cl | ? | nt
CC(C)c1ccc(NC(=O)COC(=O)/C=C/c2cccc(Br)c2)cc1 | ? | nt
O=C(COc1ncnc2sccc12)N1CCN(C(=O)c2ccco2)CC1 | 11.3% | nt
COc1cc2ncnc(NCc3ccccc3Cl)c2cc1OC | ? | nt
N#C/C(=C\c1ccc(O)c(O)c1)C(=O)c1ccc(O)c(O)c1 | -2.2% | -1.0
Cc1ccc(C(NC(=O)N2CCCC2)C(Cl)Cl)cc1F (stereo unspecified) | ? | nt

Retrieved by structure from the entries so far, 4 records:
SMILES | Lipid storage S3 | Lipid storage S3 cell count max
Cc1ccc(C(NC(=O)N2CCCC2)C(Cl)Cl)cc1F (stereo unspecified) | ? | nt
COc1cc2ncnc(NCc3ccccc3Cl)c2cc1OC | ? | nt
O=C(NNC(=O)c1sccc1-n1cccc1)c1cccc(Cl)c1 | i | nt
O=C(c1ccccc1)N1CCN(S(=O)(=O)c2cccs2)CC1 | ? | nt

Further structures follow:
SMILES | Lipid storage S3 | Lipid storage S3 cell count max
COC(=O)c1cn[nH]c1NC(=S)Nc1ccccc1C | -17.1% | -9.0
CN(CCOc1ccc(Cl)cc1)c1ccc(S(=O)(=O)N2CCCCC2)cn1 | ? | nt
CN(Cc1ccccc1)C(=O)CC(=O)N(C)Cc1ccccc1 | ? | nt
COc1ccc(CSc2nncn2C)cc1F | ? | nt
N/C(=N\OC(=O)Cc1ccc(Cl)cc1)c1ccncc1 | 1.0%[9.22 µM] | -1.4
CCc1cc(-c2n[nH]c(C)c2-c2nc3ccccc3s2)c(O)cc1OCC(=O)NN | ? | nt
CC(=O)Nc1ccc(S(C)(=O)=O)c(C)c1 | -0.3% | 3.5
O=C(CCCNC(=O)c1ccc(Cl)cc1)Nc1ccccc1C(F)(F)F | ? | nt
CCOC(=O)[C@H]1[C@H]2COc3cc(OC)ccc3[C@@H]2N2C(=O)c3ccc(C)cc3NC(=O)[C@@]12C | ? | nt
COc1ccc2ccc3c(c2c1)N=C[C@]1(O3)N(C)c2ccccc2C1(C)C | ? | nt
CC(C)(C)C(=O)c1cnc(Nc2ccccc2Cl)s1 | ? | nt
Cc1cccnc1CCNC(=O)C1CCC(=O)N(Cc2cccc(F)c2)C1 (stereo unspecified) | 7.6% | -0.4
CCN(CC)CCNC(=O)CS(=O)Cc1nc(-c2ccc(Cl)cc2)oc1C (stereo unspecified) | ? | nt
CCNC(=O)NC(=O)COC(=O)CCCSc1nc2ccccc2[nH]1 | 4.7% | -0.3
CCOC(CCn1c(SCc2cccc([N+](=O)[O-])c2)nc2ccccc2c1=O)OCC | ? | nt
Cc1ccc(S(=O)(=O)N(C)c2ccc(C(=O)NCC(c3ccco3)N(C)C)cc2)cc1 (stereo unspecified) | 1.64µM* | -16.7*
O=C1OC(/C(=C\Nc2ccccc2)[N+](=O)[O-])c2ccccc21 (stereo unspecified) | ? | nt
O=C(NNC(=O)C1CCC(C(=O)NNC(=O)c2cccs2)CC1)c1cccs1 (stereo unspecified) | 19.4% | 7.6
O=C(NN1CC(=O)N(c2cc(Cl)cc(Cl)c2)CC1=O)c1cccs1 | ? | nt
COCCNC(=O)c1nc2c(nnn2Cc2cc(C)ccc2C)c(=O)[nH]1 | -0.7% | -2.5
CC1(C)CC2CC(C)(CN2S(=O)(=O)c2cccc(C(=O)O)c2)C1 (stereo unspecified) | 1.8% | -2.0
O=[N+]([O-])c1cccc(/C=C/c2ccccn2)c1 | ? | nt
COc1ccc(C2=NN(Cc3c(F)cccc3Cl)C(=O)CC2)cc1 | 6.8% | -9.4
CCOc1cc(/C=C(\C#N)C(=O)Nc2ccccc2C(=O)O)ccc1OC(=O)c1ccc(C)cc1 | ? | nt
Nc1nnc(SCc2cccnc2)s1 | i | nt
COc1ccc2c(c1)c1ccccc1n2C | i | nt
COc1cccc(-c2[nH]nc3c2C(c2ccsc2)C(C#N)=C(N)O3)c1 (stereo unspecified) | 5.4% | 0.0
COC1OC(CO)C(O)C(O)C1O (stereo unspecified) | -1.3% | 8.4
O=C(Nc1cccc([N+](=O)[O-])c1)c1ccc2c(c1)C(=O)N(c1ccccn1)C2=O | -15.9% | -7.5
O=C(CN1CCSC1=O)N1CCN(S(=O)(=O)c2ccc(F)cc2)CC1 | ? | nt
Cc1ccccc1NC(=O)c1ccc(Cl)c(NC(=O)c2ccncc2)c1 | 27.8% | 19.8
CCOC(=O)c1[nH]c2ccc(Br)cc2c1NC(=O)CCN1CCCC(C)C1 (stereo unspecified) | 0.9% | -7.7
O=C(NCCCN1CCOCC1)c1ccc2c(c1)N(Cc1c(F)cccc1Cl)C(=O)c1ccccc1S2 | ? | nt
CCn1c(=O)c(-[n+]2ccccc2)c(O)c2ccccc21 | ? | nt
C[N+](C)(C)CC(O)CC(=O)O (stereo unspecified) | -8.0% | nt
CCCC(=O)C1=C(O)C(C(=O)OC)C(C)(C)CC1=Nc1cccc2ccccc12 (stereo unspecified) | -7.2% | -17.9
Cn1cccc1Cc1nnc(SCC(=O)N2CCCCCC2)n1-c1ccc(F)cc1 | ? | nt
COc1ccccc1NC(=S)NCc1ccc(S(N)(=O)=O)cc1 | 4.9% | 6.1
CCCCc1nnc(NC(=O)CSc2nc(=O)cc(N)n2-c2cccc(C)c2)s1 | i | nt
N/C(=N/O)c1nc(N2CCCC2)nc(N2CCCC2)n1 | 11.2% | 6.4
Cc1ccc(S(=O)(=O)/N=C(\N)Nc2nc(C)c3ccccc3n2)cc1 | ? | nt
N#Cc1c2c(c(N3CCN(c4ccccn4)CC3)n3c1nc1ccccc13)CCC2 | ? | nt
COC(=O)C1CN(C(=O)C(C)Oc2ccc(F)cc2)c2ccccc2O1 (stereo unspecified) | i | 11.5
c1ccc(-c2cc3c(N4CCN(c5ncccn5)CC4)ncnc3s2)cc1 | ? | nt
O=C(O)c1ccc(OC(F)(F)C(F)C(F)(F)F)cc1 (stereo unspecified) | ? | nt
Cc1cc2cc(CN(C(=O)C3CC3)C3CCCC3)c3nnnn3c2cc1C | ? | nt
COc1ccc(N2CCN(C(c3cc4cc(C)ccc4[nH]c3=O)c3nnnn3Cc3ccccc3)CC2)cc1 (stereo unspecified) | ? | nt
CCCS(=O)(=O)N1CCN(C(=O)COc2ccc(-c3ccccc3)cc2)CC1 | 0.1% | -22.7
O=S(=O)(N/N=C/c1ccc2c(c1)OCCO2)c1ccc(Cl)cc1 | i | nt
CC(C)CN(C(=O)COC(=O)c1ccc(-c2ccccc2)cc1)C1CCS(=O)(=O)C1 (stereo unspecified) | 15.2% | 4.1

Carrying on.
SMILES | Lipid storage S3 | Lipid storage S3 cell count max
Cc1ccc(Oc2ncccc2C(=O)NCC(=O)O)cc1 | ? | nt
Cc1cc(C)cc(NC(=O)Cn2c(=O)oc3cc(S(=O)(=O)N4CC(C)CC(C)C4)ccc32)c1 (stereo unspecified) | -0.2% | 2.5
CN1CCCC(CC2c3ccccc3Sc3ccccc32)C1 (stereo unspecified) | -2.2% | -6.8
CN1CCN(C(=O)CN(C)S(=O)(=O)c2cc(Cl)ccc2Cl)CC1 | ? | nt
O=C(COC(=O)c1ccc(Cl)cc1O)NCCN1C(=O)CSC1=O | 11.4% | 3.6
O=C(Cc1ccc([N+](=O)[O-])cc1)OCc1ccc([N+](=O)[O-])cc1 | 12.0% | -2.3
O=C(N/N=C\c1cc(Br)cs1)c1ccncc1 | ? | nt
CCCCn1c(N)c(N(CC(C)C)C(=O)CN(C)S(=O)(=O)c2ccc(NC(C)=O)cc2)c(=O)[nH]c1=O | ? | nt
O=C(c1ccc[nH]c1=S)N1CCN(S(=O)(=O)c2ccc(Br)cc2Cl)CC1 | ? | nt
Cc1cc(C)c2nc(N3CCN(C(=O)c4cccs4)CC3)sc2c1 | ? | nt
COc1ccc(-c2ccc(/C=N/N3C(=O)C4C5C=CC(C6CC56)C4C3=O)o2)c([N+](=O)[O-])c1 (stereo unspecified) | -10.6% | 0.9
CC1CC(O)(CC(O)(c2ccccc2)c2ccccc2)C(C)CN1C (stereo unspecified) | -14.9% | -6.5
CCOC(=O)c1ccc(NC(=O)CN2CCN(C(=O)c3ccco3)CC2)cc1 | ? | nt
COC(=O)C(CC(C)C)NC(=O)c1ccc([N+](=O)[O-])c(C)c1 (stereo unspecified) | ? | nt
CCCCn1c(N)c(N(CCC(C)C)C(=O)C2CC(=O)N(c3ccc4c(c3)OCCO4)C2)c(=O)[nH]c1=O (stereo unspecified) | -4.7% | 25.1
COc1ccc(OC)c(S(=O)(=O)N2CCCC(C(=O)N3CCOCC3)C2)c1 (stereo unspecified) | ? | nt
Cc1cc(C(=O)N/N=C/c2c(C)nn(-c3ccccc3)c2Cl)n[nH]1 | -2.6% | 13.3
CC(C)[C@@H](C(=O)N1CCN(C(=O)OC(C)(C)C)CC1)n1cc(CCO)nn1 | ? | nt
Cc1cccn2c(=O)c3cc(C(N)=S)c(=N)n(CCCOC(C)C)c3nc12 | 9.2µM* | 3.8*
O=C(NNc1nc2c(F)cc(F)cc2s1)C1=COCCO1 | 4.6% | nt
CCOc1ccc(CCNC(=O)c2cccs2)cc1OCC | ? | nt
Cc1oc(-c2ccc(Cl)cc2)nc1CN1CCC(C(=O)N2CCc3ccccc3C2)CC1 | ? | nt
O=C(c1ccco1)N(Cc1ccco1)Cc1cc2ccccc2[nH]c1=O | i | 14.5
Cc1ccc(C2CC(c3ccccc3Cl)n3nc(N)nc3N2)cc1 (stereo unspecified) | ? | nt
CCN1CCN(C(=O)c2ccc(Cn3c(=O)[nH]c4cc(OC)c(OC)cc4c3=O)cc2)CC1 | ? | nt
Cc1cc(C)c(C(=O)COC(=O)c2cc([N+](=O)[O-])ccc2NCCO)cc1C | ? | nt
CCn1cc(C(=O)N2CCN(Cc3ccc4c(c3)OCO4)CC2)c2cc(OC)c(OC)cc2c1=O | 3.2% | -6.5
CCCOC(=O)c1ccc(Oc2cn[nH]c2-c2ccc(O)cc2O)cc1 | ? | nt
O=C(CSc1n[nH]c(=O)n1Cc1ccccc1)Nc1ccc(F)c(F)c1F | i | 5.9
COc1ccc(CCNC(=O)NC2CCCCC2)cc1 | 2.3% | 1.2
CCc1ccc(OCC(=O)N/N=C(\C)c2ccccc2OC(F)F)cc1 | ? | nt
